# Compound activity from PubChem.
# VCAM1 TNFa inh: reduces TNF alpha induced VCAM1 expression in HUVEC; 95,000 compounds, 0.48% hits; HUVEC TNFa-induced VCAM-1 immunofluorescence, high-content imaging; inhibition, % at 2 µM; AID 802;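 active = inhibition above the batch mean plus 3 SD, with images confirmed as a hit by eye, cut at about 37% in these data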;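 note: 0% = TNF-stimulated DMSO wells and 100% = unstimulated control wells; not every result past the cut was called active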
# DAT uptake mod: modulates human dopamine transporter uptake under cocaine; B-score at 10 µM; 110,000 compounds, 1.3% hits; LLC-PK1 hDAT cells, [14C]-dopamine uptake with cocaine IC80; actives deviate in either direction;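 active = Z score or B-score, a plate-position-corrected score, falls beyond the plate's 99.7% confidence bounds, in either direction; inactive = both scores lie inside the 99.7% bounds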;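 note: scored against the spread of the other compound wells on the same plate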
# HUVEC tox IL1B: toxic to HUVEC cells under IL-1B stimulation. HUVEC cell count loss, Hoechst imaging, IL-1B stimulated. cell count reduction, % at 2 µM. 94,000 compounds, 0.41% hits;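 active = cell count reduction more than 3 SD above the screen-wide mean, cut at about 70% in these data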;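 note: normalized per plate to untreated control cells as the no-loss baseline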
# PLK1 PBD inh: blocks phosphopeptide binding to human Plk1 polo box domain; Plk1 PBD phosphopeptide binding, fluorescence polarization; inhibition, %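 (tested at about 20 µM)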; 97,000 compounds, 0.13% hits; in the data active = inhibition above about 34%, passing the limit was not always enough
# cytoskel mod: modifiers of cytoskeleton assembly; inhibition, % at 2 µM; HUVEC TNFa F-actin phalloidin imaging, high content; 91,000 compounds, 0.18% hits;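 active = inhibition above the batch mean plus 3 SD and confirmed as a hit by visual image inspection, cut at about 30% in these data, passing the limit was not always enough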; note: strong numbers were not always called active
# E coli WT exp: E. coli BW25113 growth inhibition, expanded screen. AID 710. 98,000 compounds, 0.15% hits. OD600 absorbance. growth inhibition, % at 100 µM;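 active = growth inhibition above about 50% at one test dose, limit read from the data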;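 note: growth measured after 20 h incubation at 37 °C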
# PLK1 inh: PLK1 (human) kinase inhibition; P53350; inhibition, % at 10 µM; recombinant PLK1 kinase, TR-FRET peptide phosphorylation; 97,000 compounds, 0.53% hits;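 active = inhibition of 50% or more in the single-concentration screen; inactive = inhibition below 50%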;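 note: 0% = DMSO max control and 100% = H-89 dihydrochloride min control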
# sEH inhibitor: blocks human soluble epoxide hydrolase activity | recombinant human sEH enzymatic activity assay | inhibition, % at 2 µM | 91,000 compounds, 0.34% hits | AID 707; in the data active = inhibition above about 80%; note: values of inactives mirror those of a sister screen read the other way; many of its hits are not listed in these tables
# Target sequence (P34913 whole entry, looked up): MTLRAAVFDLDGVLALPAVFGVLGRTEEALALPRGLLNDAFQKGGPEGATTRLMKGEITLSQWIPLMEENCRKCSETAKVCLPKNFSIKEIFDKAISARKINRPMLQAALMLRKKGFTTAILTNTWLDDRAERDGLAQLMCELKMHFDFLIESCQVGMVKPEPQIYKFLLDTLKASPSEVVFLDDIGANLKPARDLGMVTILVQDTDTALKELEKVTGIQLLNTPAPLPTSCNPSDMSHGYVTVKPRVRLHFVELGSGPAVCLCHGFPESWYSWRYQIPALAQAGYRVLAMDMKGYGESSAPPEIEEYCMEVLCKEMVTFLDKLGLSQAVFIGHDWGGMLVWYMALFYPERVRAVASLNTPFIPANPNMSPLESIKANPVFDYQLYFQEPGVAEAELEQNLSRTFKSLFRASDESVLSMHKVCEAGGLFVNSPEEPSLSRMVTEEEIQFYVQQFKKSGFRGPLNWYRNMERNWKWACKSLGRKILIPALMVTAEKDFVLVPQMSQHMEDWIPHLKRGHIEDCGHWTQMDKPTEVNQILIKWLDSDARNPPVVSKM
# HUVEC tox TNFa: HUVEC cytotoxicity counter-screen, TNF alpha stimulated; HUVEC TNFalpha-stimulated, Hoechst cell count, imaging; cell count reduction, % at 2 µM; 93,000 compounds, 0.17% hits; AID 848;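 active = cell count reduction exceeding the screen mean by over 5 SD, scaled to untreated wells per plate, cut at about 78% in these data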;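 note: cells counted after 24 h of TNF alpha exposure following the 1 h pretreatment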
# Numbers without * were called inactive; / = no result given. An unsorted share of the library, and some 3.4% of all compounds hit somewhere here.
SMILES,VCAM1 TNFa inh,DAT uptake mod,HUVEC tox IL1B,PLK1 PBD inh,cytoskel mod,E coli WT exp,PLK1 inh,sEH inhibitor,HUVEC tox TNFa
O=C(O)CCC(=O)N1CCc2cc(S(=O)(=O)N3CCC(Cc4ccccc4)CC3)ccc21,13,-0.38,-8,8,-33,-12,-10,10,-18
CCNc1nc(Oc2ccc(=O)n(-c3ccccc3)n2)nc(N(C)C)n1,-18,0.98,-5,7,-13,-1,4,-6,-8
COc1cc(CN2CCN(c3ccc(C)cc3)CC2)cc([N+](=O)[O-])c1O,9,0.022,16,4,5,-4,-8,-26,-7
COc1ccc(CN(CC(=O)NCC2CCCO2)C(=O)CCC(=O)Nc2cc(C)on2)cc1 (stereo unspecified),6,0.035,-172,-3,-2,-6,-13,-8,-14
CCOC(=O)c1[nH]c2cc(OC)c(OC)cc2c1NC(=O)c1ccc2c(c1)OCO2,-21,0.33,-24,17,0,-7,-5,/,-25
O=Cc1c(Sc2ccccn2)nc2ccccn2c1=O,12,-0.5,-12,10,0,/,24,1,-3
CCOc1cc(-c2ccc(N)c(OCC)c2)ccc1N,21,-0.032,1,-5,-1,2,-7,13,-16
CN(C)c1ccc(CNC(=O)C2CCN(S(=O)(=O)c3ccc4c(c3)CCC(=O)N4)CC2)cc1,18,-0.35,6,20,17,5,-6,20,-31
C/C(CC(=O)Nc1ccccc1Br)=N\NC(=O)C(=O)N1CCCC1,12,-0.51,-6,-15,-18,3,1,5,-4
COc1ccc(/C=C/C(=O)c2ccc(Cl)s2)cc1O,29,0.54,13,1,0,0,-8,-5,0
COc1ccc(-c2cc(C(=O)Nc3c(C)nn(Cc4ccc(Cl)cc4)c3C)no2)cc1,2,0.017,-9,-17,-13,-2,-10,-11,1
COc1ccc(CNc2cc(C)ccc2C)c(OC)c1OC,-3,-0.34,-39,6,11,1,-16,14,-8
COc1cc2cc(CN(Cc3cccnc3)C(=O)NCc3ccccc3)c(=O)[nH]c2cc1OC,5,-0.0093,-7,21,30,-1,2,4,-24
COC(=O)c1ccc2c(=O)n(CCN3CCOCC3)c(SCC(=O)C(C)(C)C)nc2c1,5,1.2,14,21,-22,3,-3,10,7
O=C1CC(c2ccccc2)c2c(O)cc(O)cc2O1 (stereo unspecified),-14,-1.3,15,2,-16,11,-1,-3,/
CCC(=S)/C=C1\Sc2ccccc2N1CCCS(=O)(=O)O,1,0.78,-36,14,32,-4,-6,-2,7
C=C1C2(C(=O)NCc3ccco3)CCC(C2)C1(C)C (stereo unspecified),11,0.44,19,-4,2,6,-10,4,26
O=C(NCCC1=CCCCC1)C1CCN(S(=O)(=O)c2cccc3nsnc23)CC1,11,-0.71,-28,-24,0,/,3,44,3
CC(=O)c1cccc(N(C(=O)c2ccco2)C(C(=O)NC2CCCC2)c2ccncc2)c1 (stereo unspecified),17,0.88,-11,-7,-25,5,-8,0,-12
CC(=O)NC(C)c1nc2ccccc2n1C(C)C (stereo unspecified),7,-0.84,-7,-11,13,3,-5,-10,-20
CCOC(=O)c1[nH]c2ccc(Cl)cc2c1NC(=O)c1nonc1C,2,0.042,-13,-4,-4,2,-7,-1,-13
COc1ccccc1NC(=O)C(=O)NNC(=O)c1ccco1,-6,0.89,-17,-10,-6,2,-23,2,-1
CC(C)Cn1c2c(c(O)c(C(=O)Nc3nccs3)c1=O)CCCC2,-10,/,-24,-31,15,3,-6,/,-27
O=C(COC(=O)CCNS(=O)(=O)c1cccc(C(F)(F)F)c1)NC(=O)NC1CCCCC1,6,-0.6,-10,-25,0,9,-11,7,-4
O=C(CN1CCC(C(=O)c2ccc3c(c2)OCCO3)CC1)NC1CCCC1,-3,0.72,18,24,35,-1,2,4,-27
# Later entries.
SMILES,VCAM1 TNFa inh,DAT uptake mod,HUVEC tox IL1B,PLK1 PBD inh,cytoskel mod,E coli WT exp,PLK1 inh,sEH inhibitor,HUVEC tox TNFa
CCCCNC(=S)NC(=O)c1ccc(Cl)cc1Cl,8,-0.76,-15,21,-2,1,-11,7,-11
COC(=O)Nc1ccc(NC(C)=O)cc1,-2,0.13,-13,-18,-8,-3,-6,1,-4
CCCCCOC(=O)CSc1n[nH]c(=O)[nH]c1=O,2,0.24,-16,-13,17,-30,-7,8,-35
O=c1ccc(Cc2ccccn2)n[nH]1,13,-0.42,17,-8,-7,-3,-13,3,1
Nc1c(-c2ccc(Cl)cc2)nnn1-c1ccccc1,13,0.23,-19,5,3,3,-8,3,-12
C/C(NCc1cccnc1)=C(\C#N)C(=O)NCc1ccccc1,17,0.68,-15,13,-12,-2,-11,12,-18
CCSc1nnc(-c2cccs2)o1,45,1,1,3,-30,12,-10,-8,75
CCc1cc2c(SCC(=O)c3cccs3)ncnc2s1,-2,0.15,-31,10,-20,-15,-5,8,10
CCn1c(SCC(=O)Nc2ccc3c(c2)OCO3)nc2ccccc21,-3,-0.85,34,14,1,/,-9,24,-6
O=C(CCSc1ccccc1)Nc1nc2c(s1)CCCC2,7,-0.79,-7,1,-1,-1,-8,-27,-2
O=C(Nc1nnc(CCS(=O)(=O)c2ccc(Br)cc2)s1)c1ccc([N+](=O)[O-])cc1,-2,-0.19,-16,-16,42,-4,-2,13,-2
N=c1sccn1CC(=O)Nc1ccc(S(=O)(=O)N2CCOCC2)cc1,-3,0.47,-45,6,16,4,-7,/,-16
O=C(Cn1c(-c2cscn2)nc2ccccc21)Nc1cc(F)ccc1F,5,0.29,-3,-14,-24,-9,-9,/,-5
NC(=O)CSc1nnc(-c2ccncc2)n1CCc1ccccc1,2,0.02,18,-5,21,0,-19,-14,-15
CC(=O)c1cn(CC(=O)Nc2c(C)cccc2C)c2ccccc12,7,-0.95,8,-10,-3,-4,-5,8,-13
COc1ccc(NC(=O)CSc2ncnc3c2cnn3Cc2ccccc2)cc1OC,3,-0.98,-182,19,4,-5,1,18,-29
OCC1CCCN(C(=S)NCCc2ccccc2)C1 (stereo unspecified),6,0.089,4,2,-5,0,-10,-16,-6
COc1ccc(-c2nc(C#N)c(NCC3CCCO3)o2)cc1 (stereo unspecified),35,0.72,-34,-11,6,4,-16,-1,-18
O=C1NC(c2cn(-c3ccccc3)nc2-c2cccs2)C(C(=O)c2cccnc2)C(O)(C(F)(F)F)N1 (stereo unspecified),3,0.35,14,-33,17,6,-14,-12,-16
Cc1cccc(C)c1NC(=O)NC1(C(=O)NCCCN2CCOCC2)CCCCC1,2,-0.0025,8,-6,16,/,-13,12,-10
Cc1ccc(-c2nc3ccc(C(=O)O)cc3nc2-c2ccc(C)cc2)cc1,1,0.59,-3,10,25,1,-7,3,-13
COc1ccc(NC(=O)c2ccc(N(C)S(C)(=O)=O)cc2)cc1OC,-6,-0.17,19,2,6,-2,-7,10,-9
O=C(O)C1CCCCC1C(=O)NCCCn1ccnc1 (stereo unspecified),18,-0.89,19,6,7,4,-4,-5,10
O=c1cnc2ccccc2n1CC1CCCCC1,-37,0.5,-58,-10,-28,2,1,-9,-17
O=C(NC(C(=O)N/N=C/c1c2ccccc2cc2ccccc12)c1n[nH]c(=O)c2ccccc12)c1ccccc1 (stereo unspecified),10,/,7,6,/,-17,-9,2,0

# Exported with each value named: part of the list above.
COc1ccc(NC(=O)c2ccc(N(C)S(C)(=O)=O)cc2)cc1OC
- VCAM1 TNFa inh: -6
- DAT uptake mod: -0.17
- HUVEC tox IL1B: 19
- PLK1 PBD inh: 2
- cytoskel mod: 6
- E coli WT exp: -2
- PLK1 inh: -7
- sEH inhibitor: 10
- HUVEC tox TNFa: -9
COc1ccc(-c2nc(C#N)c(NCC3CCCO3)o2)cc1 (stereo unspecified)
- VCAM1 TNFa inh: 35
- DAT uptake mod: 0.72
- HUVEC tox IL1B: -34
- PLK1 PBD inh: -11
- cytoskel mod: 6
- E coli WT exp: 4
- PLK1 inh: -16
- sEH inhibitor: -1
- HUVEC tox TNFa: -18

# Next entries.
SMILES,VCAM1 TNFa inh,DAT uptake mod,HUVEC tox IL1B,PLK1 PBD inh,cytoskel mod,E coli WT exp,PLK1 inh,sEH inhibitor,HUVEC tox TNFa
CCOc1ccc(N2CC(C(=O)Nc3ccc(F)cc3F)CC2=O)cc1 (stereo unspecified),14,-1.1,-4,-7,2,-7,-12,-32,-3
CC(C)Cn1c2c(c(O)c(C(=O)Nc3ccc(F)cc3)c1=O)CCCC2,11,-0.36,5,-1,-16,-14,-10,/,-8
CNC(=O)COC(=O)c1nc(-n2nc(C)cc2C)ccc1Cl,-11,-0.12,33,27,3,-3,-13,-2,9
CCc1c(C)sc(NC(=O)c2ccco2)c1C(=O)N1CCCCC1,-27,-0.36,-18,-19,-5,6,-3,0,-8
CCn1c2ccccc2c2nnc(SCc3ccc(C(=O)OC)o3)nc21,-2,0.48,-20,7,24,-1,-2,/,-24
O=C(Nc1nccs1)C1CCN(S(=O)(=O)c2c(Cl)cccc2Cl)CC1,-1,1.3,15,8,4,-13,3,28,-19
Cc1[nH]c2c(ccc3ccccc32)c1C1C(CCN)C1(C)C (stereo unspecified),0,1.7,-98,5,1,45,-3,-6,-14
COc1ccc(Cl)cc1NC(=O)C1CC(=O)N(c2ccc(F)cc2)C1 (stereo unspecified),-4,-0.53,-24,-5,-9,1,-9,11,-19
Cc1sc(=NC(=O)c2ccco2)n(C)c1-c1ccc(F)cc1,0,-0.035,-4,-14,-10,-5,-16,3,-11
O=C(Nc1nc(-c2ccccc2)ns1)c1cccs1,4,-1.2,2,-2,10,-4,-16,/,-9
O=C(c1cccs1)N1CCN(c2ccc(F)cc2)CC1,-15,0.32,44,13,2,-7,-8,-7,1
O=C(CCCN1C(=O)c2ccccc2C1=O)Nc1ccccc1C(=O)N1CCOCC1,-6,-0.4,-17,-18,-22,0,2,24,-16
CC1(C)CC(O)CC(C)(C)N1CC(O)COCCOc1ccc(Br)cc1 (stereo unspecified),3,-0.099,/,23,-14,1,-13,-4,-18
COc1ccc(-n2c(N)c(C(=O)NCc3cccnc3)sc2=S)cc1,-16,-0.57,9,-2,14,0,-12,-13,0
Cc1ccc(C(=O)Nc2ccc3c(c2)nc2n3CCSC2)cc1,7,1.1,-19,18,8,-2,-16,/,13
O=C(CCN1C(=O)C2CC=CCC2C1=O)N1CCN(c2ccccn2)CC1 (stereo unspecified),31,0.36,8,8,-14,-5,-9,-4,29
CCn1c(SCC(=O)Nc2cccc(OC)c2)nnc1-c1ccc(Cl)cc1,-7,0.48,-4,4,3,-8,-7,-7,-17
Cc1cc(C)n2nc(C(=O)NCCc3ccccc3)nc2n1,4,0.65,3,-14,4,7,-4,-12,6
CCOC(=O)N1CCN(C(=O)c2cnc3n(c2=O)CCS3)CC1,1,-1.9,-45,20,-57,-1,12,-4,-11
Cc1cccc(NC(=O)c2cc3ccccc3o2)c1,-10,0.65,-25,-2,0,11,-14,10,4
Brc1ccc(-c2nc(N/N=C/c3cccnc3)c3ccccc3n2)cc1,40,1.8,-1,-12,4,4,-12,-3,-5
COc1cccc(OC)c1-c1nn2c(-c3ccccc3Cl)nnc2s1,-9,0.073,-104,-15,23,-1,-10,4,1
O=C1C=C(c2ccccc2)OC(=O)C1C(=O)c1ccccc1 (stereo unspecified),-1,-0.41,-37,-18,3,/,-12,10,-25
COc1cc(NS(=O)(=O)c2ccc(NC(=S)NC(=O)C(C)(C)C)cc2)nc(OC)n1,-9,0.65,-67,-11,-14,-5,1,-14,-12
COc1ccc2nc(SCC(=O)N3CCN(c4ccccc4F)CC3)c(C#N)cc2c1,-8,/,1,6,-3,/,-11,-16,17
O=C(CCn1cccc1)NC1CCCc2ccccc21 (stereo unspecified),-14,0.34,-3,-18,18,4,-5,-13,-13
CSC1=NCCN1C(=O)c1ccc(S(=O)(=O)N(C)C)cc1,-2,-1.7,3,6,8,-2,-14,10,-13
Cc1cc(C)c(S(C)(=O)=O)c(Oc2ccc(F)cc2)n1,8,/,-94,-4,-6,-1,-1,-1,-5
